TRPN1 ag – agonists of zebrafish TRPN1 channel; HEK293 zebrafish TRPN1-YFP, Fluo-8 calcium fluorescence; 100% = response to 87 µM carbachol; activation, % at 3 µM; 220,000 compounds, 0.18% hits; AID 1424;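 active = activation above its plate's cutoff, the mean activation of test wells on that plate plus 3 SD, cut at about 19% in these data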;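 also: 0% = DMSO alone and 100% = 87 µM carbachol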
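Material – zebrafish TRPN1-YFP in HEK293 cells · Doses – 3 µM single point · Schedule – dye 1 h 37 °C plus 30 min RT · Signal – Fluo-8 calcium fluorescence, excitation 470-495 nm, emission 515-575 nm · Read-out – % activation versus carbachol response · Control set – carbachol high, DMSO low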
RBBP9 inhibitor – blocks human serine hydrolase RBBP9; recombinant RBBP9, FP-Rh probe fluorescence polarization; O75884; inhibition, % at 7.94 µM; 220,000 compounds, 0.2% hits;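 active = inhibition above the campaign mean of all tested compounds plus 3 SD, cut at about 14% in these data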;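 also: plate controls were DMSO wells with RBBP9 for no effect and wells lacking RBBP9 protein for full effect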
Target sequence (O75884 whole entry, looked up): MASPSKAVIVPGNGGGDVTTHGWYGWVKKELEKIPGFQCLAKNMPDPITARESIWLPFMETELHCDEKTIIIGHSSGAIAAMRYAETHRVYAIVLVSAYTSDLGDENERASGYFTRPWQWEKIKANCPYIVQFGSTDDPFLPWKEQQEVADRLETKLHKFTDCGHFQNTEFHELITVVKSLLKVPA
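Controls: DMSO-treated enzyme wells and wells lacking RBBP9 | Material: RBBP9 protein | Technique: Fluorescence polarization | Replication: Single well per compound, no replicates | Buffer or medium: Tris-NaCl-Pluronic buffer, pH 8.0 | Timing: 30 min compound preincubation, 45 min probe labeling, 25 °C | Read-out basis: Percent inhibition from mP, scaled between DMSO and no-protein wells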
Ba/F3 V617F tox – lowers viability of Ba/F3 cells expressing EpoR and JAK2V617F. ATP luminescence. 220,000 compounds, 1.1% hits. inhibition, % at 5.6 µM;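 active = inhibition above the campaign mean plus 3 SD over all tested compounds, cut at about 24% in these data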;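 also: cytokine-independent growth of Ba/F3 cells driven by EpoR plus mutant JAK2; 0% = DMSO-treated cells and 100% = JAK inhibitor I control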
TRPML3 ag – agonists of human TRPML3 channel. HEK293 TRPML3-YFP, Fluo-8 calcium fluorescence; 100% = the carbachol control signal. 220,000 compounds, 0.29% hits. activation, % at 3 µM;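 active = activation above its plate's cutoff, the mean activation of the plate's test wells plus 3 SD, cut at about 12% in these data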;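 also: 0% = DMSO only wells and 100% = carbachol wells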
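Test system: TRPML3-YFP stable HEK293 cells. Doses: single point at 3 µM. Incubation: dye loading 1 h 37 °C then 30 min ambient, 125 s read. Signal: Fluo-8 calcium dye fluorescence, ex 470-495, em 515-575 nm. Measure: percent activation from peak-to-basal fluorescence ratio, scaled between DMSO and carbachol.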
PPC-1+TRAIL kill – kills PPC-1 cancer cells in the presence of TRAIL | 220,000 compounds, 0.41% hits | PPC-1 cells + TRAIL, ATPLite viability luminescence | AID 1443 | cell killing (% activity), % at 4 µM;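 active = cell killing above 50% in the first pass at 4 µM, then a duplicate retest at 5 µM averaging 50% or more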;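 also: plate controls were cells with TRAIL plus DMSO for no effect and medium-only wells lacking cells for full effect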
CHOP inhibitor – CHOP inhibition in unfolded protein response; CHO-K1 CHOP-promoter luciferase, tunicamycin-induced, 15-18 h; inhibition, % at 10 µM; 220,000 compounds, 3.8% hits; AID 2732;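 active = compounds that reduced the stress-induced luciferase reporter signal by more than about 70% of percent inhibition, limit read from the data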;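 also: 0% = tunicamycin plus vehicle and 100% = wells without tunicamycin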
BaF3 parental – parental Ba/F3 viability inhibition as JAK2V617F counter-screen | CellTiter-Glo ATP luminescence | inhibition, % at 5.6 µM | 220,000 compounds, 1.1% hits | AID 1486;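 active = inhibition above a per-campaign cutoff, the mean inhibition of all tested compounds plus 3 SD, cut at about 27% in these data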;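 also: 0% = DMSO wells and 100% = JAK Inhibitor I control wells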
Wee1 degr inh – human Wee1 degradation inhibition, primary screen; 220,000 compounds, 1.2% hits; P30291; reporter increase, % at 5 µM; HeLa Luc-Wee1K328M stability, luciferase luminescence; 100% = proteasome inhibitor MG132 effect;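 active = activation above the mean of all tested compounds plus 3 SD, set per screening run, cut at about 8.8% in these data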;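 also: cells exposed to compound for 20 h before luminescence read; 0% = DMSO alone and 100% = MG132 at 30 µM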
Target sequence (P30291 whole entry K328M): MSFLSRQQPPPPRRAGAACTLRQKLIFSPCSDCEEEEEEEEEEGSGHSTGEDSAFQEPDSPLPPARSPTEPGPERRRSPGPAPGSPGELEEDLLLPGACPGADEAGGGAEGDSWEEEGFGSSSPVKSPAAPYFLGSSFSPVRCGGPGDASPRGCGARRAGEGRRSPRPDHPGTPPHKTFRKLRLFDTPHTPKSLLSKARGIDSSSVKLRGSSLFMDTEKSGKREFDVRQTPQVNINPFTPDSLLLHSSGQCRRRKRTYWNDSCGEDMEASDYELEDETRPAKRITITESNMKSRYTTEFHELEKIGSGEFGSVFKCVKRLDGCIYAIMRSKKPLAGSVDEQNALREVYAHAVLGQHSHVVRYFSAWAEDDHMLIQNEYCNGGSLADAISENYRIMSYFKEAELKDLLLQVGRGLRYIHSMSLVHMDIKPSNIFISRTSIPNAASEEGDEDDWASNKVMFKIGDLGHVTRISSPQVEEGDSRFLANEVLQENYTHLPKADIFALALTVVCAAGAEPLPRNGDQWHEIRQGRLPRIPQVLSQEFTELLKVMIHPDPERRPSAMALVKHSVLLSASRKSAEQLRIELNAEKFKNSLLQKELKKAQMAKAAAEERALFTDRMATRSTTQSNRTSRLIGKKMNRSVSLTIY
TNF necrop inh – blocks TNF-alpha induced death of Jurkat FADD-/- cells; Jurkat FADD-/- TNF necroptosis rescue, ATP luminescence, 24 h; 0 = TNF only, 100 = no-TNF cells; AID 463075; activation (protection from cell death), % at 10 µM; 220,000 compounds, 0.068% hits;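 active = activation, meaning protection from cell death, of at least 50% relative to plate controls; inactive = activation below 50%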;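 also: necroptosis triggered by 40 ng/mL TNF-alpha added together with compound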
Numbers without * were called inactive; / = no result given.

SMILES | TRPN1 ag | RBBP9 inhibitor | Ba/F3 V617F tox | TRPML3 ag | PPC-1+TRAIL kill | CHOP inhibitor | BaF3 parental | Wee1 degr inh | TNF necrop inh
O=C(c1ccc(CS(=O)(=O)c2ccccc2)o1)N1CCOCC1 | 2.1 | -7 | 0 | -0.4 | 12 | 0 | 6 | 0 | 1.3
O=C(NC(Nc1nc2ccc([N+](=O)[O-])cc2s1)(C(F)(F)F)C(F)(F)F)c1ccccc1 | 27* | -5 | 70* | 13* | 35 | 106* | 53* | -2 | -21
COC(=O)c1sccc1NC(=O)CCC1CCCCC1 | -0.1 | -5 | 1 | 0.1 | -1 | 29 | 2 | 2 | -1.1
CCOC(=O)CNc1ncc(C(F)(F)F)cc1Cl | -0.1 | -3 | -4 | 0.8 | -10 | -9 | 3 | 0 | 0.8
COc1cc(/C=C/C(=O)O)cc(S(=O)(=O)NCCCC(=O)O)c1OC | 1.9 | 3 | -1 | 1.1 | -2 | 2 | 2 | 2 | 0.4
COc1cccc(NC(=S)NCc2cccnc2)c1 | 0.3 | 1 | 1 | 0.9 | 21 | -6 | 7 | 3 | -0.3
CC(C)(C)S(=O)(=O)c1c(C(=O)O)cccc1C(=O)O | 0.0 | -2 | 3 | 0.2 | -9 | 13 | 3 | -1 | -3.2
COc1cccc(NC(=S)N(Cc2ccco2)C(C)c2ccco2)c1 (configuration not stated) | 1.4 | -1 | -4 | 1.1 | -7 | 40 | 4 | -1 | 0.4
COc1ccc(-c2c(C(C)=O)c(C)nc3sc4c(c23)NC(c2ccccc2)NC4=O)cc1 (configuration not stated) | 1.6 | 9 | 5 | -0.6 | -4 | 7 | 9 | 0 | -2.1
CCOc1ccc2c(C)c(Cl)c(=O)oc2c1 | -1.6 | -3 | -3 | 0.2 | 14 | 37 | 4 | 1 | -0.5
CCOC(=O)C(=O)N=Nc1c(O)n(C)c2ccccc12 | 1.4 | -6 | -1 | -0.3 | -4 | 25 | -1 | 2 | -0.6
Cc1ccc(S(=O)(=O)C(C#N)=C2N(C)c3ccccc3N2C)cc1 | 1.0 | -2 | -5 | 0.5 | 16 | 9 | 1 | -1 | -0.1
CCCN(C(=O)CSc1cc(-c2ccccc2)c2ccc(OC)cc2n1)C1CCS(=O)(=O)C1 (configuration not stated) | 1.6 | -1 | 8 | -0.1 | -27 | 40 | 10 | -3 | 1.5
Cc1ccc(S(=O)(=O)NCCNc2ccccc2[N+](=O)[O-])cc1 | -2.2 | -4 | -3 | -1.1 | 0 | 27 | 2 | 0 | 0.2
Cc1ccc(C)c(NC(=O)Cc2ccc(S(=O)(=O)N3CCCCC3)s2)c1 | -0.1 | 1 | -2 | -0.6 | 2 | -5 | 2 | 2 | 3.1
CCC(=O)OC1CC(C)N(C(=O)c2ccccc2)c2ccc(C)cc21 (configuration not stated) | -1.6 | -8 | -1 | -0.8 | 10 | 33 | 10 | -2 | 0.3
Oc1cc2c(cc1C(c1ccc(Br)cc1)N1CCCC1)OCO2 (configuration not stated) | 0.9 | -1 | 2 | 1.8 | 1 | -66 | 10 | 2 | 1.8
CCOc1ccc(NC(=S)N(CCN2CCOCC2)Cc2cc3cc4c(cc3[nH]c2=O)OCO4)cc1 | 0.3 | -4 | -2 | 1.5 | 15 | 24 | -1 | 1 | 1.4
COc1cc(NC(=O)CSc2nnc(-c3ccncc3)n2C2CCCCC2)ccc1NC(=O)c1ccco1 | 0.6 | -4 | -1 | -0.3 | -2 | 8 | 3 | -1 | -0.9
CCCCC(=O)Nc1cc([N+](=O)[O-])ccc1F | 1.0 | -1 | 1 | 0.3 | -14 | -9 | 1 | -2 | 4.9
O=C(CC1C(=O)NCCN1CC(c1ccccc1)c1ccccc1)NC1CC1 (configuration not stated) | 0.1 | 1 | 0 | 0.7 | 24 | 8 | 0 | -1 | -0.2
CCOC(=O)c1c(NC(=O)CSc2c[nH]c3ccccc23)sc2c1CCCC2 | -1.4 | -9 | -4 | 1.6 | 17 | 76* | 0 | 5 | -4.2
OCCCNc1ncnc2sc(-c3ccccc3)cc12 | -0.3 | -7 | 2 | 0.8 | 26 | 25 | 12 | -3 | -1.2
Cc1cc(NC(=O)CSc2nnc(Cc3ccccc3)o2)no1 | 0.1 | -9 | 1 | 0.4 | 24 | 8 | 3 | -3 | -0.6
Cn1c(N)c(C(=O)COC(=O)c2cc(-c3ccco3)nc3ccccc23)c(=O)n(Cc2ccccc2)c1=O | 1.1 | -23 | -2 | 0.2 | -19 | 27 | 2 | -1 | 0.2

Going on with the list:
SMILES | TRPN1 ag | RBBP9 inhibitor | Ba/F3 V617F tox | TRPML3 ag | PPC-1+TRAIL kill | CHOP inhibitor | BaF3 parental | Wee1 degr inh | TNF necrop inh
CCOC(=O)CSc1nnc(-c2cc(OC)c(OC)c(OC)c2)o1 | 1.1 | 1 | -1 | 0.7 | 9 | -21 | 4 | 2 | -0.1
CCOC(=O)Cc1cc(C)[nH]c1C(=O)OCC | 1.3 | -5 | -4 | 0.6 | 13 | -21 | -5 | -3 | 3.5
COc1ccc(C(=O)OCC(=O)NCc2ccccc2)c(OC)c1OC | 0.7 | 1 | 103* | -0.2 | 20 | 1 | 5 | -3 | 0.4
CCCCNC(=S)NCc1ccc2c(c1)cc(C)n2C | -0.6 | -5 | -3 | 0.2 | -12 | 15 | 7 | 2 | -1.4
COc1ccc(CCC(C)NCC2CCCCC2)cc1 (configuration not stated) | -1.0 | -4 | -1 | 0.6 | 23 | -7 | 4 | 1 | -0.1
CCOC(=O)c1cc(NC(=O)c2cc(C)on2)cc(C(=O)OCC)c1 | -0.6 | 1 | -4 | -0.1 | 36 | 43 | 0 | 1 | -1.4
Cn1cc(/C=C2/SC(=O)N(c3ccccc3)C2=O)c2ccccc21 | -1.9 | -2 | -7 | -0.7 | 7 | -27 | 2 | 8 | 0.9
Cc1ccc(OC(=O)C(F)(F)F)c2c1NCCC2 | -0.7 | -6 | -3 | 1.9 | -2 | 15 | 4 | 0 | -0.3
O=C(Cc1ccc(F)cc1)Nc1cccc(-c2cn3c(n2)SCC3)c1 | 2.3 | 8 | -1 | 1.0 | 18 | 9 | 3 | -2 | 2.4
CCN(CC)c1ccc(NC(=O)COc2ccc(C#N)cc2)cc1S(=O)(=O)Nc1ccc(OC)cc1 | -0.5 | -13 | 0 | 0.1 | 12 | 10 | 4 | 0 | 2.6
Cc1cccc(C(=O)NC(=S)NNC(=O)c2ccc(Cl)cc2)c1 | 102* | -4 | -4 | 44* | 4 | 107* | 0 | 1 | 0.5
O=C(NC1CCCC1)C1CCCN(S(=O)(=O)c2cnc[nH]2)C1 (configuration not stated) | 0.9 | -4 | -1 | 1.0 | 25 | 32 | 8 | 0 | 1.1
CC1(C)CC(=O)C2=C(C1)OC(N)=C(C#N)C2c1ccccc1 (configuration not stated) | -0.2 | -10 | -3 | -1.1 | -17 | 2 | -3 | 5 | -1.6
CC(=O)N1CCN(C(=O)CCc2nc3sc4c(c3c(=O)[nH]2)CCCC4)CC1 | 0.0 | -7 | 0 | 1.0 | -8 | -10 | 5 | 0 | -0.4
COC(=O)c1[nH]c2ccc(C)cc2c1NS(=O)(=O)c1ccc(F)cc1 | 0.3 | -11 | 5 | 0.3 | 20 | -3 | 5 | 0 | -1.2
Cc1ccccc1C1N(c2nccs2)C(=O)C2CCCN21 (configuration not stated) | -0.3 | -1 | 1 | 0.6 | -1 | 5 | 11 | -4 | -0.5
CCOC(=O)CNC(=O)c1nn(-c2cccc(OC)c2)c(=O)c2ccccc12 | 3.5 | -11 | -1 | 0.9 | 1 | -1 | 3 | 0 | 1.2
COc1ccc2[nH]c(C)c(CCN(Cc3cccs3)C(=S)Nc3ccc(F)cc3)c2c1 | 1.4 | -9 | 46* | 0.5 | 7 | 78* | 50* | 0 | 0.8
CCOc1ccccc1NC(=O)C1CCCN(S(=O)(=O)c2cccc3nsnc23)C1 (configuration not stated) | -1.8 | 10 | 5 | -0.5 | 18 | 11 | 9 | 1 | -1.3
COc1ccc(N(CC(=O)NCCSc2ccccn2)S(C)(=O)=O)cc1Cl | 1.0 | -9 | -3 | -0.2 | -6 | 22 | 2 | 0 | 0.1
CN1CCN(c2ccc([N+](=O)[O-])cc2NC(=O)c2ccccc2)CC1 | -2.5 | -1 | 0 | 1.3 | 14 | -10 | 2 | 0 | -1.1
CCOc1nc(-c2ccc(OC)cc2)ccc1-c1noc(-c2cccnc2)n1 | 0.4 | -3 | 0 | 0.5 | / | / | 3 | 3 | -2.6
COc1cccc(N2CCN(S(=O)(=O)c3cccc4cccnc34)CC2)c1 | 0.7 | -6 | -4 | 0.7 | -23 | 21 | 3 | 0 | 0.5
Cc1ccc2nc3c(c(N)c2c1)CCN3c1ccccc1 | -1.7 | -3 | -1 | -0.7 | 4 | 17 | 4 | -1 | -4.3
O=S(=O)(c1cccc(-c2nc3ccccc3s2)c1)N1CCOCC1 | -1.3 | 10 | 3 | 0.8 | 4 | 27 | 6 | 2 | -2.4

Other entries:
SMILES | TRPN1 ag | RBBP9 inhibitor | Ba/F3 V617F tox | TRPML3 ag | PPC-1+TRAIL kill | CHOP inhibitor | BaF3 parental | Wee1 degr inh | TNF necrop inh
COCCN(CC(=O)NCC1CCCO1)C(=O)CCC(=O)Nc1ccccn1 (configuration not stated) | -0.3 | -2 | -2 | 0.4 | 6 | -2 | 0 | -2 | 0.6
Cc1ccc(C(=O)/C=C/c2c[nH]c3ccccc23)cc1 | 0.5 | -9 | 4 | 0.2 | 12 | 81* | 6 | -2 | -13
O=C(NC(=S)Nc1ccc(S(=O)(=O)Nc2nccs2)cc1)c1cccnc1 | 1.6 | -9 | 0 | 0.8 | 6 | 7 | 0 | 3 | -0.7
CC1=C(C(=O)OC2CCCC2)C(c2coc3ccc(C)cc3c2=O)C2=C(CCCC2=O)N1 (configuration not stated) | 0.3 | -13 | -3 | 1.1 | -6 | 11 | 5 | -2 | -1.0
O=C(NC1CCS(=O)(=O)C1)Oc1ccc(Cl)cc1 (configuration not stated) | -0.3 | -10 | -5 | 0.9 | 8 | 18 | 0 | -2 | -0.1
O=C(O)CCCN1C(=O)C2C3CCC(O3)C2C1=O (configuration not stated) | 0.6 | -10 | 0 | 0.2 | 22 | -17 | 1 | -1 | 0.5
COc1ccccc1OCC(=O)Sc1ccc(C)cc1 | 0.5 | -5 | -4 | 0.8 | 7 | 75* | 4 | -4 | -8.4
CCCC1=NN(C(=O)Cc2ccc(OC)cc2)C(O)(C(F)(F)F)C1 (configuration not stated) | -1.4 | -7 | -4 | -0.5 | 28 | 11 | 9 | -4 | 1.2

Compound activity (PubChem BioAssay)

Compounds were not picked by outcome. Share with any hit: about 6.8%.
